Screening results: PubChem BioAssay, National Center for Advancing Translational Sciences (NCATS)
TSHR antagonist = Antagonists of the Thyroid Stimulating Hormone Receptor: HTS campaign; 0.2% of 330,000 active; activity change, negative = inhibition, % at 11.5 µM; TSHR-expressing cells, TSH-stimulated cAMP HTRF, 2 h; active compounds read low; AID 504810, 2011;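 active = activity change below a set negative limit, meaning inhibition stronger than a set level, cut at about -70% in these data; inconclusive = activity change between two set negative limits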; also: % is scaled to controls: 0 for no effect and ±100 for the full control effect
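Antagonism was scored as loss of TSH-driven cAMP in TSHR cells, stimulated with 4nM TSH (EC80) for 2 hours at 37 deg C and detected by homogeneous HTRF competition immunoassay.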
Tb PFK inh = qHTS Assay to Find Inhibitors of T. brucei phosphofructokinase. ATP-dependent 6-phosphofructokinase (Trypanosoma brucei brucei), O15648. Potency, µM (highest dose often 57.5 µM), without a hit: top-dose activity, negative = inhibition, most hits filed as inhibitors. AID 485367, 2010. T. brucei PFK, ADP-Glo luminescence. 0.17% of 330,000 active;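 also: potency is read from the fitted curve at half-maximal effect; 0% = uninhibited 1x PFK enzyme wells and -100% = no-enzyme wells; nearly all actives have a fitted effect of over 60% in size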
Target sequence (O15648 whole entry, looked up): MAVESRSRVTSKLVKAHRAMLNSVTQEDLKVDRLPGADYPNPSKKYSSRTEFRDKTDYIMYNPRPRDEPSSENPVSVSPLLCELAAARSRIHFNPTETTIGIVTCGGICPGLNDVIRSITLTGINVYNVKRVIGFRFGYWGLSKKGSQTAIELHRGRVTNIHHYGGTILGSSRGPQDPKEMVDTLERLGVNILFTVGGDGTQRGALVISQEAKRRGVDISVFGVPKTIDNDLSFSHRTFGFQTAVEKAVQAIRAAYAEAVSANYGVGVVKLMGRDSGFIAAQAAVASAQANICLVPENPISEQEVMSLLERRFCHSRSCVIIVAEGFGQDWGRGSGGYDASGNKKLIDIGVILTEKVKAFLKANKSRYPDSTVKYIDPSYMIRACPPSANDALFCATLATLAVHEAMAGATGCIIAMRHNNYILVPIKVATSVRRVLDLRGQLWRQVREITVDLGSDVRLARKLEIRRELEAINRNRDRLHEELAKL
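Luminescent ADP detection (ADP-Glo, two-step: ATP depletion then ADP-to-ATP conversion for luciferase) reported PFK activity after 45 min room-temperature reaction of 1.25 nM enzyme with 0.5 mM F6P and 0.1 mM ATP at pH 8.0.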
ELG1 repair inh = qHTS screen for small molecules that inhibit ELG1-dependent DNA repair in human embryonic kidney (HEK293T) cells expressing luciferase-tagged ELG1; HEK293T ELG1-luciferase reporter, luminescence, 16 h; DNA damage induced by 5-fluorouridine; Potency, µM (top dose mostly 46.1 µM), for inactives: top-dose activity change, negative = inhibition, usual class: inhibitors; 2.3% of 330,000 active; AID 504467, 2011; also: potency is read from the fitted curve at half-maximal effect; % is scaled to controls: 0 for no effect and ±100 for the full control effect; nearly all actives have a fitted effect of over 55% in size
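Reporter activity after DNA damage by 5-fluorouridine is monitored. Compound-treated cells incubate 16 hr at 37 °C, then ONE-Glo is added for 30 min before luminescence reading.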
Chronic BCR inh = qHTS Assay to Find Inhibitors of Chronic Active B-Cell Receptor Signaling; ABC-DLBCL IkBa-CBG/CBR reporter, luminescence ratio, 4 h; Potency, µM (titrated, usually from 46.1 µM), for inactives: top-dose ratio change, negative = lower green/red ratio, most hits filed as inhibitors; 0.05% of 340,000 active; active = well fitted inhibition curve with a large enough effect in the signal ratio, with a control signal flat, not every such curve was filed as active; inconclusive = small, poorly fitted or top-dose-only effect, or effect the other way, or a change in a side signal; the % refers to the signal ratio;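 also: potency is read from the fitted curve at half-maximal effect; plate controls were basal doxycycline-induced cells for no effect and cells given 10 µM MG132 for full effect; MG132 reads +100%, hits lower the ratio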
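TMD8 ABC-DLBCL cells carrying doxycycline-inducible green luciferase fused to IkappaBalpha plus unfused red luciferase were exposed to compounds (up to 46 uM) for 4 hrs at 37C. Activity came from the overlap-corrected green/red luminescence ratio.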
Mito fusion yeast = qHTS Assay for Small Molecule Inhibitors of Mitochondrial Division or Activators of Mitochondrial Fusion; 0.23% of 320,000 active; S. cerevisiae fusion-defective mutant growth rescue, CellTiterGlo 48 h; Potency, µM (titrated, usually from 46.1 µM), for inactives: at the highest dose growth rescue (activation), hits mostly activators;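 also: potency is read from the fitted curve at half-maximal effect; % of control where 0% means no effect; nearly all actives have a fitted effect of over 45% in size; temperature-sensitive fusion mutants such as fzo1-1 at 37 °C on non-fermentable ethanol glycerol medium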
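Growth-rescue viability read-out: after 48 h at the non-permissive 37C in glycerol/ethanol YPEG, yeast mitochondrial fusion mutants are measured by CellTiterGlo luminescence; compounds (23 nl pinned per well) restoring growth score as division inhibitors or fusion activators.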
Eya2 phos inh = qHTS Assay for Inhibitors of the Phosphatase Activity of Eya2; recombinant Eya2, OMFP fluorescence dephosphorylation (OMFP is methylfluorescein phosphate); 0.006% of 330,000 active; AID 488837, 2010; Protein phosphatase EYA2 (Homo sapiens), O00167; Potency, µM (titrated, usually from 76.9 µM), for the others: top-dose activity, negative = inhibition, hits mostly inhibitors; also: potency is read from the fitted curve at half-maximal effect; % is scaled to controls: 0 for no effect and ±100 for the full control effect
Target sequence (O00167 whole entry, looked up): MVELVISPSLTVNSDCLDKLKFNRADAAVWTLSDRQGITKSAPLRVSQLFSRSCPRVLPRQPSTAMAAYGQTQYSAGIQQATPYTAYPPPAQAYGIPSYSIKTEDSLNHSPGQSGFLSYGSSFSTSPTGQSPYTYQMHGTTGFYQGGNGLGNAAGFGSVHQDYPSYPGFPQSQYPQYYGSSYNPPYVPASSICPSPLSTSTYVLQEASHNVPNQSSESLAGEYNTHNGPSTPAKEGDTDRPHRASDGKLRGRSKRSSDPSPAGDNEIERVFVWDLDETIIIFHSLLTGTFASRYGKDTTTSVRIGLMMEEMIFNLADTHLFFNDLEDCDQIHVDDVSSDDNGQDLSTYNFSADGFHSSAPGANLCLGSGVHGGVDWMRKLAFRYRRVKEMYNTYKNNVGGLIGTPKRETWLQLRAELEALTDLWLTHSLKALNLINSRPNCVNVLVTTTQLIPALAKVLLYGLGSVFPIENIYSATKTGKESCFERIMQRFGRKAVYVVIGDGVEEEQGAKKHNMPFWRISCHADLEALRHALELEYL
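Eya2 protein (added as 0.2 uM solution) was preincubated with compound for 10 min at ambient temperature in 50 mM HEPES pH 7.5, 50 mM NaCl, 5 uM MgCl2, 0.05% BSA, 1 mM DTT. OMFP (added at 50 uM) then reacted 10 min; fluorescence read at 485/525 nm.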
A-T KAP1 phos = qHTS Assay for Identifying a Potential Treatment of Ataxia-Telangiectasia; Potency, µM (titrated, usually from 57.5 µM), for inactives: at the top dose activation, most hits filed as activators; […] A-T fibroblasts, KAP-1 phosphorylation AlphaLISA; neocarzinostatin DNA damage 30 min before lysis; 0.19% of 320,000 active; also: potency is read from the fitted curve at half-maximal effect; % of control where 0% means no effect; nearly all actives have a fitted effect of over 45% in size
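hTERT-immortalized A-T patient fibroblasts ([…]), 500 cells/well in OPTI-MEM, 1% FBS, got compounds for 60 min, then NCS for 30 min at 37C. Lysates were then assayed for phospho-KAP-1 by AlphaLISA (anti-pKAP1 donor, anti-KAP1 acceptor beads), 6 hr at 25C.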
ASM inhibitor = Inhibitors of Secretory Acid Sphingomyelinase (S-ASM): qHTS. 0.006% of 340,000 active. AID 504937, 2011. Sphingomyelin phosphodiesterase (Homo sapiens), P17405. placental ASM, HMU-PC fluorogenic substrate, 60 min. Potency, µM (highest dose often 57.5 µM), for the others: at the top dose activity change, negative = inhibition, actives largely listed as inhibitors; also: potency is read from the fitted curve at half-maximal effect
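Human placenta-derived ASM enzyme was preincubated with compound for 10 minutes at room temperature, then given fluorogenic substrate HMU-PC0 (9 uM final) for 60 minutes at 37 °C; a pH 10 stop preceded fluorescence reading at Ex 386/Em 447 nm.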
a7 integrin act = qHTS for Activators of Integrin-Mediated Alleviation for Muscular Dystrophy. alpha7betagal myoblasts, beta-gal FDG fluorescence, 48 h. Potency, µM (highest dose often 38.3 µM), for inactives: at the highest dose activation, actives largely listed as activators. 0.064% of 350,000 active;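 also: potency is read from the fitted curve at half-maximal effect; 100% = response of the positive control SU9516; nearly all actives have a fitted effect of over 60% in size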
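alpha7betagal+/- myoblasts (passage 13, 250/well) treated 48 h at 37C with compounds at 1:260 dilution of DMSO stock. Lysed, then beta-galactosidase activity read as FDG fluorescence (ex 480/em 540) after 30 min, with pre-read for autofluorescence.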
TCR act = Activators of T cell receptors: qHTS campaign | primary human leukocytes, anti-CD3, IL-2 HTRF, 48 h | Potency, µM (doses to about 9.22 µM), inactives show at the highest dose activation of IL-2 secretion, usual class: activators | 330,000 tested, under 10 active | AID 504894, 2011; also: % of control where 0% means no effect
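Activity was scored as IL-2 release from primary human leukocytes given only a TCR signal (a-CD3 beads) plus compound for 48 hr. Detection used a two-antibody HTRF format read at 665nm.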
TSG101-PTAP inh = qHTS Assay for Iinhibitors of HIV-1 Budding by Blocking the Interaction of PTAP/TSG101. AID 493005, 2010. Fluorescence polarization, FITC-PTAP peptide / Tsg101 binding. 340,000 tested, under 10 active. Potency, µM (highest dose often 115 µM), for the others: at the highest dose activity change, negative = inhibition, usual class: inhibitors. Tumor susceptibility gene 101 protein (Homo sapiens), Q99816; active = well fitted inhibition curve with a large enough effect in the main read-out, with a control signal flat, not every such curve was filed as active; inconclusive = small, poorly fitted or top-dose-only effect, or effect the other way, or a change in a side signal; inactive = no such curve, though single readings can be large or run the other way; also: potency is read from the fitted curve at half-maximal effect; % of control where 0% means no effect
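FP read-out: FITC-PTAP peptide, 50 nM final, binding Tsg101 binding domain, 10 uM final; 20 min, r.t.; 10 mM HEPES pH 7.5, 0.15 M NaCl, 0.01% Tween 20, 3 mM EDTA, 0.1 mM TCEP.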
Active calls of the source: *; ? = inconclusive; . = no result given; [ ] = remark or other dose. Unless noted, calls follow the shape of the dose curve; as a rule, active = well fitted curve in the direction sought with a large enough effect; inconclusive = small, poorly fitted or top-dose-only effect, or another doubt; inactive = no such curve, though single readings can be large; an effect the other way counts as inactive or inconclusive.

SMILES | TSHR antagonist | Tb PFK inh | ELG1 repair inh | Chronic BCR inh | Mito fusion yeast | Eya2 phos inh | A-T KAP1 phos | ASM inhibitor | a7 integrin act | TCR act | TSG101-PTAP inh
CCOC(=O)N1CCN(c2c(NCc3ccc(Cl)cc3)c(=O)c2=O)CC1 | -7 | 1% | 16% | ? | -4% | -10% | 1% | 0% | -25% | -1% | 0%
CCC(=O)c1cc2c(cc1NC(=O)c1ccc(C)cc1)OCCO2 | 5 | 0% | 0% | ? | 1% | 6% | -2% | 16% | 20% | . | -2%
CCC(CO)NC1=C([N+](=O)[O-])C(=O)CC(C)(C)C1 (stereo not given) | 1 | 3% | 20% | 2% | -5% | 5% | -1% | 3% | 32% | 2%[46.1 µM] | -6%
Cc1nc2c(C)cccc2cc1C(=O)N/N=C/c1cccnc1 | 1 | -10% | -20% | -2% | -6% | -1% | -1% | 1% | 22% | 0%[46.1 µM] | -1%
COc1ccccc1NC(=O)CN(c1ccc(C)cc1)S(=O)(=O)c1c(C)n[nH]c1C | 1 | 1% | -10% | ? | -1% | -21% | 7% | 4% | ? | -1% | -3%
O=C(NC12CC3CC(CC(C3)C1)C2)N1CCN(C(=O)C2CCCO2)CC1 (stereo not given) | 1 | -1% | ? | 4% | -6% | 1% | 3% | -2% | -3% | 0% | -7%
CCc1ccccc1NC(=O)c1cccc(N2C(=O)C3C4CCC(C4)C3C2=O)c1 (stereo not given) | 5 | 2% | -30% | -1% | 1% | 0% | -12% | -1% | -7% | 3% | -6%
CC(NC(=O)c1cc(S(=O)(=O)N2CCCC2)cn1C)c1ccccc1 (stereo not given) | 9 | 0% | -2% | ? | -1% | -4% | 7% | 5% | 20% | -7% | -4%
O=C(NCc1cccs1)c1ccc(CS(=O)(=O)c2ccc(Cl)cc2)o1 | -4 | -2% | ? | -25% | 2% | -42% | . | -2% | 14% | . | -1%
COC(=O)c1ccc(N2CCc3ccccc32)c([N+](=O)[O-])c1 | 14 | 2% | 3% | 0% | ? | -16% | 9% | -29% | -30% | 13% | -4%
Cc1ccccc1OCCC(=O)OCC(=O)N1CCN(S(=O)(=O)c2ccc(Cl)cc2)CC1 | 0 | -4% | -19% | -1% | 6% | -15% | -2% | -1% | -21% | 1% | -1%
O=C(OCC(=O)c1ccc[nH]1)c1ccc(Cl)c(Cl)c1 | 17 | -19% | 20% | ? | . | -1% | 11% | 0% | 11% | 1%[46.1 µM] | -19%
COc1cc(CNC2CCCC2)c(Br)cc1OC1CCCC1 | -4 | -2% | -29% | ? | -11% | 2% | 1% | 0% | -36% | 5% | -2%
Cc1nn(CCCC(=O)NCc2ccc(F)cc2)c(=O)c2nccn12 | 17 | 0% | 14% | -14% | -2% | 2% | -3% | 12% | -9% | 6% | -5%
CN(Cc1cccnc1)C(=O)CC1C(=O)NCCN1CC(c1ccccc1)c1ccccc1 (stereo not given) | 24 | -1% | 11% | -1% | -4% | 8% | 2% | -1% | 8% | -20% | -7%
COCC[N+]1(C)CCCCC1 | -6 | 0% | 3% | 5% | 0% | 0% | 0% | 5% | 8% | -4% | 2%
Cc1ccccc1C(=NCCCN(C)C)c1ccccc1C | 0 | -1% | 0% | 1% | -4% | 3% | 4% | 2% | -36% | -13%[46.1 µM] | -2%
CCCNC(=O)c1ccc(Cl)cc1Cl | -14 | -6% | -1% | 11% | ? | -15% | 0% | -3% | 38% | -11% | 0%
COC(=O)c1ccccc1NC(=O)C12CCC(C)(C(=O)O1)C2(C)C (stereo not given) | . | 8% | 1% | ? | 7% | -11% | 11% | 5% | -3% | 2% | -1%
N=c1ccn(Cc2cccc(Cl)c2)cc1 | 11 | 7.6µM* | ? | -2% | -3% | -6% | 13% | 0% | -45%[inhibitor] | 4% | -1%
O=C(NCCc1ccc(F)cc1)Nc1ccccc1Cl | 1 | -4% | 20% | ? | 2% | -6% | 26% | -2% | 5% | 5% | -5%
CC(=NNC(=O)c1cccc(S(=O)(=O)N2CCOCC2)c1)c1ccccc1 | -14 | 5% | ? | -1% | . | -32% | 1% | 3% | 1% | 5% | -4%
COc1ccc(Nc2nc(NCc3ccco3)nc(N/N=C/c3ccccc3)n2)cc1 | 40 | -2% | 2.6µM* | 2% | -5% | 4% | -1% | -20% | 13% | -3% | -4%
Cc1ccc(N=CC=C2OC(C)(C)C(C)(C)O2)cc1 | -3 | -11% | 1% | ? | 1% | -7% | 11% | 207%[activator] | -6% | -14%[46.1 µM] | 3%
Clc1ccc(-c2nnn(Cc3nc4ccccc4s3)n2)cc1 | -29 | -1% | ? | 13% | -5% | -5% | 11% | -10% | -4% | -1% | -7%
COCCN(CCOC)C(=O)CC(=O)N(CCOC)CCOC | -2 | 7% | 9% | 0% | -1% | 15% | . | 4% | 0% | -6% | -5%
CC(=O)NC(CC(=O)NNC(=O)c1cccs1)c1ccccc1 (stereo not given) | 4 | 1% | ? | -1% | 7% | -1% | -15% | 4% | ? | -5% | -10%
COCC(=O)Oc1c(S(=O)(=O)c2ccc(C)cc2)c(C)nn1C(C)(C)C | -8 | 0% | -5% | 2% | -1% | ? | 7% | 4% | -3% | 2% | -1%
CN(C)c1nc(C#N)nc(N(C)C)n1 | 1 | -5% | -4% | -3% | -6% | -21% | 4% | 4% | 23% | 0% | -3%
CC(Nc1nc(-c2cccnc2)nc2ccccc12)c1ccc(F)cc1 (stereo not given) | 52 | -3% | ? | ? | 27% | 5% | 4% | -10% | 68% | -1% | -1%
COc1ccc(OC)c(Cc2nnc(CCC(=O)N3CCCCC3)o2)c1 | 3 | 0% | ? | -2% | 0% | 9% | -5% | -2% | 7% | . | -3%

Compound profiles (already shown). Order of screens: TSHR antagonist, Tb PFK inh, ELG1 repair inh, Chronic BCR inh, Mito fusion yeast, Eya2 phos inh, A-T KAP1 phos, ASM inhibitor, a7 integrin act, TCR act, TSG101-PTAP inh
CC(Nc1nc(-c2cccnc2)nc2ccccc12)c1ccc(F)cc1 (stereo not given) as listed: 52, -3%, ?, ?, 27%, 5%, 4%, -10%, 68%, -1%, -1%
CN(C)c1nc(C#N)nc(N(C)C)n1 as listed: 1, -5%, -4%, -3%, -6%, -21%, 4%, 4%, 23%, 0%, -3%
Clc1ccc(-c2nnn(Cc3nc4ccccc4s3)n2)cc1 as listed: -29, -1%, ?, 13%, -5%, -5%, 11%, -10%, -4%, -1%, -7%

Tb PFK inh: entries above that show a hit.
| SMILES | TSHR antagonist | Tb PFK inh | Chronic BCR inh | Eya2 phos inh | ASM inhibitor | a7 integrin act | TCR act | TSG101-PTAP inh |
| --- | --- | --- | --- | --- | --- | --- | --- | --- |
| N=c1ccn(Cc2cccc(Cl)c2)cc1 | 11 | 7.6µM* | -2% | -6% | 0% | -45%[inhibitor] | 4% | -1% |
